HTR5A inv ag: counter-screen for OPRM1-OPRD1 inverse agonists: human HTR5A inverse agonism. P47898. HTR5A cell line, luminescence. inhibition, % at 9.3 µM. actives 0.083% (n = 340,000). AID 504634; in the data active means inhibition mostly above about 23%, no sharp cut-off; inactive means mostly below about 18%;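 further: 0% = cells with DMSO and 100% = no-cell wells with DMSO; some compounds called inactive have numbers as strong as hits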
Target sequence (P47898 whole entry, looked up): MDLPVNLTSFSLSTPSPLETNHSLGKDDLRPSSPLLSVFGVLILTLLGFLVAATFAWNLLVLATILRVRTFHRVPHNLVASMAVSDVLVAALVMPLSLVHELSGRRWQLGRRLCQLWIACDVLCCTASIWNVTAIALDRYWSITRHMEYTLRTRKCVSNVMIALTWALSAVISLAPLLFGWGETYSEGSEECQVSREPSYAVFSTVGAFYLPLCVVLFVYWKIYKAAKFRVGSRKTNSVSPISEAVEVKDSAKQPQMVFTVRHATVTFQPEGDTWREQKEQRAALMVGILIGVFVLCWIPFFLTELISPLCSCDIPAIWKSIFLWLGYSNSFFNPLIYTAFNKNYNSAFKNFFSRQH
PvdQ inh: P. aeruginosa PvdQ acylase inhibition. actives 0.063% (n = 340,000). purified PvdQ acylase, fluorescence plate reader. AID 488965. inhibition, % at 10 µM; in the data active means inhibition above about 30%, passing the limit was not always enough; inconclusive means no clear call, values can overlap the other calls;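 further: 0% = vehicle neutral wells and 100% = reference inhibitor wells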
V-ATPase pHluor: regulators of yeast V-ATPase proton transport; S. cerevisiae, pHLuorin cytosolic pH fluorescence; response, % at 10 µM; actives 0.37% (n = 350,000); AID 504577; in the data active means response mostly above about 7.3%, no sharp cut-off; inactive means mostly below about 5.4%; further: actives read high; inactives centre near 0; some compounds called inactive have numbers as strong as hits; reference of the scale not given here
dFosB activator: enhances mouse delta FosB homodimer DNA binding; AID 493131; actives 0.99% (n = 340,000); activation, % at 25 µM; P13346; purified delta FosB, TAMRA-CDK5 oligo fluorescence polarization; percent of positive-control signal above neutral wells;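 active means mean activation above about 17%, with every replicate also reaching it, limit read from the data, passing the limit was not always enough; inconclusive means only one of the two conditions met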;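 further: fluorescence polarization rise as delta FosB binds a TAMRA Cdk5 AP-1 oligo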
MITF act: activators of MITF-driven TRPM1 promoter activity in SK-MEL-5 cells. SK-MEL-5 TRPM1-promoter luciferase, 24 h; % of positive control, neutral wells = 0. activation, % at 12.5 µM. actives 0.75% (n = 300,000). AID 588334;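 active means mean activation of at least 80% with every replicate also reaching 80%; inconclusive means mean reaches 80% but some replicate falls short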;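 further: 0% = neutral control wells and 100% = parthenolide positive control wells; values of inactives mirror those of a sister screen read the other way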
HTR5A ag ctr: HTR5A agonism, opioid heterodimer counter-screen. HTR5A agonist assay, luminescence, cell-based. activation, % at 9.3 µM. actives 0.61% (n = 340,000); in the data active means activation mostly above about 9.5%, no sharp cut-off; inactive means mostly below about 7.6%;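 further: 0% = cells with vehicle only and 100% = reference agonist; strong numbers were not always called active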
CDK5 p35 inh: blocks human CDK5/p35 kinase activity | Q00535+Q15078 | Recombinant CDK5/p35, ADP-Glo luminescence, 60 min | actives 0.01% (n = 330,000) | inhibition, % at 10 µM | AID 488839;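 active means highest replicate inhibition of at least 50% and at least 75% of replicates reaching 50%; inconclusive means only one of the two criteria met; inactive means both criteria failed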;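 further: plate controls were DMSO neutral control for no effect and GW8510 at 10 µM for full effect; many of its hits are not listed in these tables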
Target sequence (Q00535 whole entry, looked up): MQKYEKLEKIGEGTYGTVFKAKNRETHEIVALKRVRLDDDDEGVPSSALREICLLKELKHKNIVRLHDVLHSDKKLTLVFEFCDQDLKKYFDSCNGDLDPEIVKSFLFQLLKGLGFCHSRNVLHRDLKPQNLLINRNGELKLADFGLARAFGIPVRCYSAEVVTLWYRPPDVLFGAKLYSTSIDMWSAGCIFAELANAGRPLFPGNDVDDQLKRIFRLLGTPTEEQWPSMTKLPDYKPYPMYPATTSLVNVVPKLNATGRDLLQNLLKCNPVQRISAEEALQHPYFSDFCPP
Target sequence (Q15078 whole entry, looked up): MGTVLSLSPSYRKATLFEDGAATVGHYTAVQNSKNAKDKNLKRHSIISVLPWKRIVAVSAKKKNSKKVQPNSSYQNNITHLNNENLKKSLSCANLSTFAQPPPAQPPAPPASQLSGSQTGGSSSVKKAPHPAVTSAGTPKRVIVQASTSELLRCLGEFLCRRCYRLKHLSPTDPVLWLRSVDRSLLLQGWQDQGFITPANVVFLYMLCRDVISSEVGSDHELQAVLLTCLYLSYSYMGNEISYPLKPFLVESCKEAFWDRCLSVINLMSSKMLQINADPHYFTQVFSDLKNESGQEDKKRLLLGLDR
NSD2 HMT inh: NSD2 (human) methyltransferase inhibition | O96028 | NSD2 peptide methylation, AlphaScreen, 120 min | inhibition, % at 12.5 µM | actives 0.54% (n = 310,000) | AID 743445; in the data active means inhibition above about 50%
Wnt bcat act: activates Wnt/beta-catenin signaling in a reporter cell assay | actives 1.2% (n = 300,000) | activator, plate reader | activation, % at 9.35 µM; in the data active means activation above about 30%, passing the limit was not always enough; inconclusive means no clear call, values can overlap the other calls;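 further: 0% = neutral control wells and 100% = positive control wells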
SR-BI HDL uptake: mouse SR-BI HDL lipid transfer inhibition; inhibition, % at 12.5 µM; ldlA[mSR-BI] CHO cells, DiI-HDL uptake fluorescence, 3 h; actives 0.96% (n = 320,000); Q61009;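 active means mean replicate inhibition of at least 70% and a set share of replicates each scoring 70 or more; inconclusive means meets just one of the two criteria; inactive means fails both criteria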;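 further: 0% = median of neutral control wells and 100% = median of positive control wells; values of inactives mirror those of a sister screen read the other way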
Active calls of the source: *. Rows are unselected; about 5% have a hit in one of these screens.

For COCCn1c(SCC(=O)Nc2ccccc2C)nc2c(oc3ccccc32)c1=O the results were HTR5A inv ag -26, PvdQ inh 1, V-ATPase pHluor 7, dFosB activator -2, MITF act -1, HTR5A ag ctr 3, CDK5 p35 inh 0.1, NSD2 HMT inh 25 and SR-BI HDL uptake -10.
For COc1cccc(N2CC(C(=O)Nc3ccc(C(=O)OC(C)C)cc3)CC2=O)c1 (centres undefined) the results were HTR5A inv ag -10, PvdQ inh 1, V-ATPase pHluor -3, dFosB activator 1, MITF act 1, HTR5A ag ctr 0, CDK5 p35 inh 0.2, NSD2 HMT inh 0 and SR-BI HDL uptake 14.
Screening O=C(COC(=O)c1ccc(O)cc1O)NC(=O)c1ccccc1 returned HTR5A inv ag -4, PvdQ inh -14, V-ATPase pHluor -4, dFosB activator -10, MITF act -4, HTR5A ag ctr 2, CDK5 p35 inh -0.5, NSD2 HMT inh 1, Wnt bcat act -4 and SR-BI HDL uptake -39.
CCn1c2ccccc2c2cc(NC(=O)c3ccc([N+](=O)[O-])cc3)ccc21 was read as HTR5A inv ag 17, PvdQ inh -16, V-ATPase pHluor 2, dFosB activator -12, MITF act 13, HTR5A ag ctr -8, CDK5 p35 inh 0.3, NSD2 HMT inh -1 and SR-BI HDL uptake 59.
O=C(OCC(=O)N1N=C(c2ccc(Cl)cc2)CC1c1ccco1)c1ccco1 (centres undefined) was read as HTR5A inv ag 13, PvdQ inh -10, V-ATPase pHluor 0, dFosB activator -12, MITF act 15, HTR5A ag ctr -5, CDK5 p35 inh 0.0, NSD2 HMT inh 3, Wnt bcat act -15 and SR-BI HDL uptake 6.
Cc1ccc(NC(=O)C2(c3ccccc3)CCCC2)nc1 was read as HTR5A inv ag -22, PvdQ inh 3, V-ATPase pHluor 1, dFosB activator -1, MITF act -2, HTR5A ag ctr -6, CDK5 p35 inh -1.6, NSD2 HMT inh -6 and SR-BI HDL uptake -4.
Screening CN(C)c1ccc(/C=N/N=C2/NC(=O)/C(=C/c3ccc([N+](=O)[O-])cc3)S2)cc1 returned HTR5A inv ag -21, PvdQ inh -3, V-ATPase pHluor 2, dFosB activator 2, HTR5A ag ctr -1, CDK5 p35 inh 0.1, NSD2 HMT inh 2, Wnt bcat act -20 and SR-BI HDL uptake 36.
Screening O=C(NCCC(=O)N(Cc1ccco1)Cc1cccs1)c1ccc([N+](=O)[O-])cc1 returned HTR5A inv ag -5, PvdQ inh 7, V-ATPase pHluor 11, dFosB activator -3, MITF act 0, HTR5A ag ctr 3, CDK5 p35 inh 0.1, NSD2 HMT inh 3, Wnt bcat act 0 and SR-BI HDL uptake 13.
Screening O=c1cc(CSc2nnc(-c3ccccc3)o2)c2ccccc2[nH]1 returned HTR5A inv ag 7, PvdQ inh -3, V-ATPase pHluor -1, dFosB activator -8, HTR5A ag ctr -2, CDK5 p35 inh -0.3, Wnt bcat act -2 and SR-BI HDL uptake -2.
Screening Cc1onc(-c2ccccc2Cl)c1C(=O)N/N=C(\N)COc1ccc(Cl)cc1 returned HTR5A inv ag -15, PvdQ inh -12, V-ATPase pHluor 2, dFosB activator 1, HTR5A ag ctr 6, CDK5 p35 inh 0.5, NSD2 HMT inh 1 and SR-BI HDL uptake 9.
CC(C)N1CCN(C(=O)c2cccc(Cl)c2)CC1 was read as HTR5A inv ag -17, PvdQ inh -9, V-ATPase pHluor 1, dFosB activator -9, HTR5A ag ctr 4, CDK5 p35 inh 2.0, NSD2 HMT inh 1, Wnt bcat act 1 and SR-BI HDL uptake 2.
Screening COc1ccc(NC(=O)CSc2nnc(-c3cccnc3)o2)c(OC)c1 returned HTR5A inv ag -9, PvdQ inh -2, V-ATPase pHluor 2, dFosB activator 5, MITF act 2, HTR5A ag ctr -3, CDK5 p35 inh -2.2, NSD2 HMT inh 1, Wnt bcat act -2 and SR-BI HDL uptake 1.
CCOC(=O)c1ccc(NC(=O)CSc2nnc(C3CC3)n2CC)cc1 was read as HTR5A inv ag -9, PvdQ inh -12, V-ATPase pHluor 0, dFosB activator -3, MITF act -5, HTR5A ag ctr 3, CDK5 p35 inh -1.5, NSD2 HMT inh 17 and SR-BI HDL uptake -15.
`NC(=O)COc1ccc(NC(=O)c2ccccc2-c2ccccc2)cc1` gave HTR5A inv ag 22, PvdQ inh -5, V-ATPase pHluor 1, dFosB activator -3, MITF act -8, HTR5A ag ctr 4, CDK5 p35 inh -1.5, NSD2 HMT inh -2, Wnt bcat act -3 and SR-BI HDL uptake -29.
For COc1ccc(-n2c(SCC#N)nnc2-c2cccnc2)cc1 the results were HTR5A inv ag 5, PvdQ inh -14, V-ATPase pHluor 3, dFosB activator 4, HTR5A ag ctr -2, CDK5 p35 inh -0.6, NSD2 HMT inh -1 and SR-BI HDL uptake -5.
Screening Cc1ccc(S(=O)(=O)N2CCOCC2)cc1C(=O)Nc1ccccc1N1CCOCC1 returned HTR5A inv ag -8, PvdQ inh -12, V-ATPase pHluor 0, dFosB activator -8, MITF act 3, HTR5A ag ctr 3, CDK5 p35 inh -1.3, NSD2 HMT inh -2, Wnt bcat act -1 and SR-BI HDL uptake 1.
`CN1C(=O)N(C)c2ccc(Br)c3cccc1c23` gave HTR5A inv ag -1, PvdQ inh -11, V-ATPase pHluor -2, dFosB activator -12, MITF act -8, HTR5A ag ctr 0, CDK5 p35 inh 1.9, NSD2 HMT inh -3, Wnt bcat act 3 and SR-BI HDL uptake 1.
Cc1ccc(C)c(S(=O)(=O)N2CCN(C(=O)Nc3ccccc3)CC2)c1 was read as HTR5A inv ag -15, PvdQ inh -5, V-ATPase pHluor -5, dFosB activator -9, MITF act -2, HTR5A ag ctr 5, CDK5 p35 inh -0.2, NSD2 HMT inh 2, Wnt bcat act 0 and SR-BI HDL uptake 8.
`COC(=O)c1sc(N2C(=O)C(O)=C(C(=O)c3ccc(C)o3)C2c2ccco2)nc1C` (centres undefined) gave HTR5A inv ag -18, PvdQ inh -8, V-ATPase pHluor 1, dFosB activator -2, MITF act -3, HTR5A ag ctr -2, CDK5 p35 inh 0.1, Wnt bcat act inconclusive and SR-BI HDL uptake 0.
Screening COC(=O)c1c(NC(=O)c2cccnc2)sc(C(=O)N(C)C)c1C returned HTR5A inv ag -6, PvdQ inh -12, V-ATPase pHluor 0, dFosB activator -13, MITF act -12, HTR5A ag ctr 4, CDK5 p35 inh -1.6, NSD2 HMT inh -4, Wnt bcat act -1 and SR-BI HDL uptake -2.
`C=CCNC(=O)c1cnc(-c2ccccc2)nc1-c1ccccc1` gave HTR5A inv ag -7, PvdQ inh -14, V-ATPase pHluor 2, dFosB activator 1, MITF act -12, HTR5A ag ctr 2, CDK5 p35 inh 0.5, NSD2 HMT inh -1, Wnt bcat act 2 and SR-BI HDL uptake 5.
CN1C(=O)c2ccccc2Sc2ccc(C(=O)O)cc21 was read as HTR5A inv ag -14, PvdQ inh -20, V-ATPase pHluor 3, dFosB activator -1, MITF act 16, HTR5A ag ctr 4, CDK5 p35 inh 0.8, NSD2 HMT inh -7, Wnt bcat act 0 and SR-BI HDL uptake 4.
COc1ccc(C(c2nnnn2CC2CCCO2)N2CCN(c3cccc(C)c3C)CC2)cc1 (centres undefined) was read as HTR5A inv ag 9, PvdQ inh -19, V-ATPase pHluor -1, dFosB activator -9, MITF act 5, HTR5A ag ctr -4, CDK5 p35 inh -0.8, NSD2 HMT inh -1 and SR-BI HDL uptake 32.
COc1ccc(-c2cc(C(=O)NN)[nH]n2)cc1OC was read as HTR5A inv ag -24, PvdQ inh -1, V-ATPase pHluor -1, dFosB activator 1, MITF act 13, HTR5A ag ctr -1, CDK5 p35 inh -6.6, NSD2 HMT inh -3, Wnt bcat act 1 and SR-BI HDL uptake -21.
CC1(C)CC(=O)/C(=C(\O)CCCN2C(=O)c3ccccc3C2=O)C(=NCCO)C1 was read as HTR5A inv ag -2, PvdQ inh -8, V-ATPase pHluor 0, dFosB activator -2, MITF act -1, HTR5A ag ctr 1, CDK5 p35 inh -1.5, NSD2 HMT inh -3, Wnt bcat act -2 and SR-BI HDL uptake -10.
For O=C(O)c1cccc(NC(=O)c2ccc(Cl)c(S(=O)(=O)N3CCCCCC3)c2)c1 the results were HTR5A inv ag -22, PvdQ inh 12, V-ATPase pHluor 2, dFosB activator -10, MITF act 37, HTR5A ag ctr 8, CDK5 p35 inh -0.2, Wnt bcat act inconclusive and SR-BI HDL uptake -6.
Screening Cc1ccc(/C(N)=N/OC(=O)CSc2ccccc2)cc1 returned HTR5A inv ag -9, PvdQ inh -11, V-ATPase pHluor 1, dFosB activator -3, MITF act -5, HTR5A ag ctr 3, CDK5 p35 inh -1.5, NSD2 HMT inh -4, Wnt bcat act inconclusive and SR-BI HDL uptake 6.
CCOC(=O)c1sc(-c2ccccc2)cc1N was read as HTR5A inv ag -11, PvdQ inh -7, V-ATPase pHluor 2, dFosB activator 1, HTR5A ag ctr 6, CDK5 p35 inh -0.2, Wnt bcat act 54* and SR-BI HDL uptake -3.
Screening Cc1ccc(S(=O)(=O)Nc2ccc3c(c2)nc(C)n3C)cc1 returned HTR5A inv ag -4, PvdQ inh -4, V-ATPase pHluor 1, dFosB activator 0, MITF act 10, HTR5A ag ctr 1, CDK5 p35 inh -1.1, Wnt bcat act 3 and SR-BI HDL uptake 14.
`CC1(C)CCC(=O)N(c2ccc(OC(F)(F)F)cc2)C1=O` gave HTR5A inv ag -2, PvdQ inh -5, V-ATPase pHluor -3, dFosB activator 6, MITF act -2, HTR5A ag ctr 1, CDK5 p35 inh -1.4, NSD2 HMT inh 0, Wnt bcat act -1 and SR-BI HDL uptake -27.
N#C/C(=C\c1cccc(O)c1)c1nc2ccccc2o1 was read as HTR5A inv ag 13, PvdQ inh 3, V-ATPase pHluor 3, dFosB activator -7, MITF act 10, HTR5A ag ctr 2, CDK5 p35 inh 1.2, Wnt bcat act 11 and SR-BI HDL uptake 24.
For Cc1c(C(=O)OCC(=O)Nc2ccc(C(=O)N(C)C)cc2)oc2ccccc12 the results were HTR5A inv ag -37, PvdQ inh -8, V-ATPase pHluor 1, dFosB activator -13, MITF act -6, HTR5A ag ctr 15, CDK5 p35 inh -0.7, NSD2 HMT inh 2, Wnt bcat act 3 and SR-BI HDL uptake 20.
N/C(CC(=O)Nc1cccc(C(F)(F)F)c1)=N/O was read as HTR5A inv ag -6, PvdQ inh -14, V-ATPase pHluor 5, dFosB activator 0, HTR5A ag ctr 6, CDK5 p35 inh 1.0, NSD2 HMT inh 7 and SR-BI HDL uptake -89.
`CSc1ncccc1C(=O)OCc1c(F)cccc1Cl` gave HTR5A inv ag 3, PvdQ inh -9, V-ATPase pHluor 1, dFosB activator 3, MITF act 16, HTR5A ag ctr 0, CDK5 p35 inh -0.9, NSD2 HMT inh 42, Wnt bcat act 0 and SR-BI HDL uptake -2.
`O=C(COC(=O)c1ccc(S(=O)(=O)N2CCCC2)cc1)Nc1ccccc1` gave HTR5A inv ag -8, PvdQ inh -21, V-ATPase pHluor -2, dFosB activator -6, MITF act 4, HTR5A ag ctr 4, CDK5 p35 inh -6.2, NSD2 HMT inh 21, Wnt bcat act -4 and SR-BI HDL uptake -8.
`CCCCN(C)C(=S)Nc1ccc(Oc2ccccc2)cc1` gave HTR5A inv ag -18, PvdQ inh -13, V-ATPase pHluor -2, dFosB activator 8, MITF act 13, HTR5A ag ctr 1, CDK5 p35 inh -0.1, NSD2 HMT inh 3 and SR-BI HDL uptake -28.

High-throughput results deposited in PubChem by several laboratories.
